KDM5B inhibitor = KDM5B demethylase inhibition | AID 1347165 | KDM5B demethylase, FDH-coupled NADH fluorescence (FDH is formaldehyde dehydrogenase) | Potency, µM (series often up to 57.7 µM), for the others: at the top dose activity change, negative = inhibition, most hits filed as inhibitors | hit rate 2.6% among 220,000; active = well fitted inhibition curve with a large enough effect; inconclusive = small, poorly fitted or top-dose-only effect; inactive = no such curve, though single readings can be large or run the other way; note: 0% is about no effect; nearly all actives have a fitted effect of over 70% in size
Target sequence (Q9UGL1 whole entry, looked up): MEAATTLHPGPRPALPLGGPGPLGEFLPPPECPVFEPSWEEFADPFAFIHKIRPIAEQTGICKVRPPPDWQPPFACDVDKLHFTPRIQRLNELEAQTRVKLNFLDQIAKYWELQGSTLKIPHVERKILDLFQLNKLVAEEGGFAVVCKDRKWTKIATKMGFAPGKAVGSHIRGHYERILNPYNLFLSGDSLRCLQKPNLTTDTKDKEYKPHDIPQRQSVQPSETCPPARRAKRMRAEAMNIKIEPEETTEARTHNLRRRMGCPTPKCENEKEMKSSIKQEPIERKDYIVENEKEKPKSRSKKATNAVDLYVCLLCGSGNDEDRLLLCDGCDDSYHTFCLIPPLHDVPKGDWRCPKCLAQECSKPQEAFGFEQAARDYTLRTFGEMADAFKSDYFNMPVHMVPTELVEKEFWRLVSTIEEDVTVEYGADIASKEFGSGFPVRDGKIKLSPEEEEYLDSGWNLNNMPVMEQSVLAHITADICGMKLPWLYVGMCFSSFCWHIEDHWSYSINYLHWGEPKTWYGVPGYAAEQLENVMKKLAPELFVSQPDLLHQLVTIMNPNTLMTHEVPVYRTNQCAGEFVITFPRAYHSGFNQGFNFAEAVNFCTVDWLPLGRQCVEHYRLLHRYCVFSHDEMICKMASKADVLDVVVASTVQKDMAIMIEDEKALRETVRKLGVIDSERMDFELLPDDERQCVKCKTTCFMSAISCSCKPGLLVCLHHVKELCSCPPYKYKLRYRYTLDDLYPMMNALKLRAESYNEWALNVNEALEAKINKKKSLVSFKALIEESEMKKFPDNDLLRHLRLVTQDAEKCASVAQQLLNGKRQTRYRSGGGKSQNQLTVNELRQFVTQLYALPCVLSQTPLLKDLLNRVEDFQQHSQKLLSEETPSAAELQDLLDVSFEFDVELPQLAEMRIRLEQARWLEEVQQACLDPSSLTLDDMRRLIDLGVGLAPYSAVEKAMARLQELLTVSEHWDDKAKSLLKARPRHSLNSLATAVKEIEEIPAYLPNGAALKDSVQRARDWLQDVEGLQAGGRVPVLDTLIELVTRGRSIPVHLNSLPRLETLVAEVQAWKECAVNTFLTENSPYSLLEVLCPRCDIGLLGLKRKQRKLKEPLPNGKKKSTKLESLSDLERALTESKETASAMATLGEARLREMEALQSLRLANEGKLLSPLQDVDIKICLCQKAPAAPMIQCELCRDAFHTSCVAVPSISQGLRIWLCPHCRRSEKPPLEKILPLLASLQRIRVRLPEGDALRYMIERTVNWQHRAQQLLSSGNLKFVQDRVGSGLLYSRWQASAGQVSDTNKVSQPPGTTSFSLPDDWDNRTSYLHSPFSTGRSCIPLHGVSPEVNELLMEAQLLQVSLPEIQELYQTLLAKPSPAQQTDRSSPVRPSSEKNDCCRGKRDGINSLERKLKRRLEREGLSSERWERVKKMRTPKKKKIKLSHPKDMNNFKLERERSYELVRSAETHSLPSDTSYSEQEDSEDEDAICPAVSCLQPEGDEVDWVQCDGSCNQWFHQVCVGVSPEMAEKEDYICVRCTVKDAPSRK
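Coupled FDH/NAD⁺ fluorescence readout. KDM5BΔAP 200 nM final; compound titration, 10 min RT preincubation; substrate mix 12.5 µM H3K4me3, 25 µM 2-OG, 50 µM Fe(II), 100 µM ascorbate, 0.25 mM NAD⁺, 0.25 U/mL FDH; ΔRFU over 30 min.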
Starred values were filed as active, the others as inactive; i = inactive; ? = inconclusive; [ ] = dose if it differs, or a comment. Potency is the fitted concentration of half-maximal effect. A portion of the library; the hit share may differ from the screen's.

KDM5B inhibitor	SMILES
24.8%	COCCC1CN(Cc2nc(-c3cccc(C(F)(F)F)c3)oc2C)CCO1 (stereo not drawn)
1.6%	O=C([C@@H]1CNC[C@H](C(=O)N2CCN(c3ccncc3)CC2)C1)N1CCOCC1
-10.2%	Cc1ccc(C)c(Cn2c(N3CCN(CC(C)C)CC3)nc3c2c(=O)[nH]c(=O)n3C)c1
30.7%	O=C(Nc1c(S(=O)(=O)c2ccccc2)csc1Br)c1ccccc1Cl
-3.9%	COC1CN(C2CCN(C(=O)CC(C)C)CC2)C12CCOCC2 (stereo not drawn)
-1.5%	CC1(C)CC(=O)C=C(NCCN2CCN(C(=S)Nc3ccc(F)cc3)CC2)C1
?	CNC(=O)c1ccc(CN2C(=O)C(C)=C(c3ccc(C)c(C)c3)S2(=O)=O)cc1
4.4%	CC1=C(C#N)S(=O)(=O)C(C#N)C(c2ccccc2)C1 (stereo not drawn)
22.1%	Cc1nc2n(n1)C(C(=O)Nc1ccc(C)c(C)c1)CC(=O)N2 (stereo not drawn)
?	COc1cccc(NC(=O)CCc2c(C)nc3c4cccnc4nn3c2C)c1
13.7%	CCCC(=O)Nc1ccc(CNCc2ccc(Br)cc2)cc1
?	CCOC(CNc1cc(C)nc2c(-c3ccccc3OC)c(C)nn12)OCC
-24.7%	COc1cccc(-n2c(C)c(C)c3c2ncn2nc(-c4ccco4)nc32)c1
4.6%	COc1cccc([C@@H]2CN(C(=O)c3cnn(C)c3)C[C@H]2C(=O)O)c1OC
?	CCOC(=O)Cc1c(C)nc2cc(-c3ccc(C(C)(C)C)cc3)nn2c1C
-0.9%	CCS(=O)(=O)N1CCC(F)(c2nc(-c3ccccc3)no2)CC1
2.4%	COc1ccc(NC(=O)Cn2ccc3c(Cl)cccc32)cc1
14.1µM*	C=CC[C@H]1CC(C)=C[C@H](CC=C)N1Cc1ccc(CN(C)S(C)(=O)=O)o1
1.8%	CCOC(=O)c1cc2cccc(OC)c2o1
?	Cc1ccccc1OCCCCCCN1CCNCC1
31.8%[activator]	COc1ccccc1C(=O)NCCC(=O)N1CCCC(C)C1 (stereo not drawn)
?	Cc1ccccc1CSc1ncc(Cl)c(C(=O)NCc2ccccc2)n1
14.5%	COc1cnc(CSc2nc(C)cc(C)n2)cc1OCC(=O)N1CCc2ccccc21
5.8%	O=C(NCCc1cnccn1)C1CCN(C(=O)C2CCC2)CC1
-3.0%	COc1ccc(/C=C(/C#N)C(=O)Nc2ccc(C34CC5CC(CC(C5)C3)C4)cc2)cc1
-13.9%	COc1ccc(-c2noc(-c3ccc(N4CCCCC4C)c([N+](=O)[O-])c3)n2)cc1OC (stereo not drawn)
-16.7%	Cc1nncn1CCN1CCCC(CCC(=O)N(C)C2CCN(C)CC2)C1 (stereo not drawn)
?	O=C(CCc1ccc(-c2cccs2)o1)NC[C@@H]1C[C@H](F)CN1
-23.5%	COc1ccc(N2CCN(S(=O)(=O)c3ccc(-c4cnc(C5CC5)o4)cc3)CC2)cc1
9.4%	Cc1ccccc1-c1noc(-c2nnn(-c3ccccc3C)c2N)n1
-22.4%	CC1CCC(NC(=O)c2ccc3c(c2)N(Cc2cccc(F)c2)C(=O)c2ccccc2S3)CC1 (stereo not drawn)
5.4%	C=CCNc1nc(-c2ccc3c(c2)CC(C)N3S(C)(=O)=O)cs1 (stereo not drawn)
35.7%	CCCn1c(SCC(=O)Nc2cccc(F)c2)nc(O)cc1=O
-7.0%	COCCN1CCCN(C(=O)c2cc(C)ccc2C)c2ccccc21
?	Cc1ccc(S(=O)(=O)c2nc(-c3ccccc3Cl)oc2NCCCN2CCOCC2)cc1
-0.7%	COc1ccc(C2=C(C)CC(c3ccccc3)NC2=O)cc1OC (stereo not drawn)
34.6%	CCOC(=O)C1(Cc2cccc(F)c2)CCN(CC(O)CO)CC1 (stereo not drawn)
28.2µM*	NC1CCc2nn(CC(=O)N3CCCN(c4ncccn4)CC3)c(=O)n2CC1 (stereo not drawn)
-4.9%	CCOC(=O)CCNC(=O)N1CCCCCCN(C)C(=O)CC1
-23.0%[86.2 µM]	CS(=O)(=O)c1ccc(CN2C[C@H](O)C[C@H]2c2nc(C3CC3)no2)cc1

Four entries already listed, ordered by heavy-atom count, low to high.
KDM5B inhibitor	SMILES
34.6%	CCOC(=O)C1(Cc2cccc(F)c2)CCN(CC(O)CO)CC1 (stereo not drawn)
-7.0%	COCCN1CCCN(C(=O)c2cc(C)ccc2C)c2ccccc21
?	Cc1ccc(S(=O)(=O)c2nc(-c3ccccc3Cl)oc2NCCCN2CCOCC2)cc1
-22.4%	CC1CCC(NC(=O)c2ccc3c(c2)N(Cc2cccc(F)c2)C(=O)c2ccccc2S3)CC1 (stereo not drawn)

(next part)
KDM5B inhibitor	SMILES
?	CCOc1ccccc1Nc1sc(C(=O)c2ccc(Cl)cc2)c(N)c1C(=O)NCCc1ccccc1
9.9%[115 µM]	O=[S+]1([O-])NC2(CCN(Cc3c(F)cccc3F)C2)COc2ncccc21 (stereo not drawn)
6.5%	COc1cc(C)c(Br)cc1S(=O)(=O)N1CCCCC1C (stereo not drawn)
-23.0%[86.2 µM]	O=C1Cc2c(-c3ccc4c(c3)OCO4)n[nH]c2CN1Cc1ccccn1
?	CC(NC(=O)CSc1nc(-c2cccs2)nc2ccccc12)c1ccco1 (stereo not drawn)
7.6%	CCOc1ccc2nc(N3CCCC(C(=O)NCc4ccccc4Cl)C3)sc2c1 (stereo not drawn)
-23.0%	Cc1ccc(C)c(NC(=O)CN(C)C(=O)c2nn(C)c(=O)c3ccccc23)c1
-18.4%	N#C/C(=C/c1ccc(Oc2ccccc2)cc1)c1nc2ccccc2[nH]1
1.4%	CCCCn1nc(C(=O)N[C@@H](Cc2ccccc2)C(=O)O)c2ccccc2c1=O
-7.6%	Cc1cc(Br)ccc1NC(=O)CN1C(=O)c2cccnc2Sc2ccccc21
-1.6%	CC1(C)c2ccccc2N2CC(=O)N[C@@]21/C=C/C=C/c1ccccc1
35.5µM*	NC(=O)Cn1ccc2cc(OCC3CCN(C(=O)CC4CC4)CC3)cnc21
28.2µM*	Cc1ccc(C(=O)NCc2nnc3ccc(-c4ccccc4)nn23)c(C)c1
-22.6%	Cc1nc2ncnn2c(C)c1CCC(=O)NCc1cccc(Cl)c1
20.8%[86.2 µM]	CC(=O)N1CCC(NC[C@H]2Cn3c(-c4ccccc4)cnc3CO2)CC1
-6.9%	CCNC(=O)Nc1cc(S(=O)(=O)N2CCOCC2)ccc1NCC1CCCO1 (stereo not drawn)
5.1%	Cc1nn(-c2ccccc2)cc1C(=O)N1CCC(C(C)C(=O)NCc2ccccc2)CC1 (stereo not drawn)
-16.3%	CCCC1=Nc2cc(C(=O)NCCc3ccc(OC)c(OC)c3)ccc2Sc2ccccc21
-0.9%	CC(C)C(C(=O)NC1CCCCC1)c1ccc(Cl)cc1 (stereo not drawn)
-181.5%	COCCCNc1nc2c(S(=O)(=O)c3ccc(C)c(C)c3)nnn2c2ccc(Cl)cc12
?	COC(=O)C(C)Sc1ccc2nnc(CCNS(=O)(=O)c3ccc(C)cc3)n2n1 (stereo not drawn)
31.6µM*	CC(C)(C)CC(=O)N1CCN2C(=O)c3cc(-c4ccccc4)ccc3NC(=O)[C@H]2C1
-0.5%	CC(=O)N1CCC(C(=O)NC(c2cccs2)C(C)C)CC1 (stereo not drawn)
17.2%	O=S(=O)(NC1c2ccccc2Oc2ccccc21)c1cccs1
2.1%	CCOC(=O)c1cc(-c2ccccc2)n(CC(=O)NC2CCC(C)CC2)c1C (stereo not drawn)
-6.6%	COCCNC(=O)[C@H]1C[C@H](Oc2cccnc2)CN1C(=O)Nc1cccc(C)c1
8.6%	Cc1ccccc1Cn1cc(NC(=O)c2cc(C3CC3)on2)cn1
?	COc1cccc(-c2cc3c(=O)n(CCNC(=O)Cc4ccsc4)ccn3n2)c1
-11.5%	COC(=O)c1cnn(-c2ccc(C(=O)Nc3ccc(F)c(F)c3)cc2)c1N
59.6%[activator]	O=C(CC1(O)C(=O)N(CN2CCOCC2)c2ccccc21)c1ccc2c(c1)CCCC2 (stereo not drawn)
-16.8%	Cc1nnc2n1CCC(NC(=O)c1ccc3c(c1)OCO3)CC2 (stereo not drawn)
19.9%	CCCN(CC#N)CC(=O)NC1(C#N)CCCCCC1
-14.2%	CC(C)Oc1ccc(/C(O)=C2/C(=O)C(=O)N(CCN3CCNCC3)C2c2ccc(C(C)C)cc2)cc1 (stereo not drawn)
41.2%[activator]	CC[C@@H]1[C@@H](NC(=O)CSCc2ccccc2Cl)[C@@H]2CCO[C@H]12
6.7%	O=C1CCc2cc(S(=O)(=O)NCc3ccc(Cl)cc3)cc3c2N1CCC3
33.2%[activator]	O=C(Nc1ccc([C@@H](O)[C@H]2COCC(=O)N2CCCc2ccccc2)cc1)c1cnccn1
10.7%	O=C(NC1CC1)C(Sc1cc(Cl)ccc1Cl)c1ccc(F)cc1 (stereo not drawn)
?	CCOC(=O)C1CCN(CC(=O)N2CCCc3c2c(=O)oc2ccc(OCc4ccccc4)cc32)CC1
-8.0%	Cc1ccc(C2CC(=O)c3cn4nc(C(F)(F)F)nc4nc3C2)cc1 (stereo not drawn)
-9.5%	C[C@@H]1C(=O)O[C@H]2[C@H]1CC[C@@]1(C)Cc3sc(NC(=O)c4c(Cl)cccc4Cl)nc3[C@@H](C)[C@H]21
9.3%	O=S(=O)(c1ccccc1F)N1CCN(c2nc(-c3cccs3)nc3ccccc23)CC1
-38.5%	Cc1nc2c(-c3ccc(F)cc3)c(C)nn2c(C)c1CCC(=O)N1CCN(c2ccccc2)CC1
-1.0%	CC(=O)c1sc(NC(C)c2ccccc2)nc1C (stereo not drawn)
-13.1%	Cc1ccc(CSc2nc3ccc(NC(=O)CC(C)C)cc3s2)cc1
6.6%	CCN(CC)C(=O)CCc1c(C)nn(-c2ccccc2)c1Oc1cccc(F)c1
12.4%	CCN(CC)C(=O)Cn1c(=O)n(CCC(=O)Nc2ccc(F)cc2)c(=O)c2sccc21
?	O=c1cc(-c2cccnc2)oc2c(-c3cn[nH]c3)nccc12
4.5%	Cn1cc(CC(=O)NCc2ccc(F)cc2)c2ccccc21
-11.9%	Cn1c(=O)n([C@H]2CCCN(C(=O)Nc3ccc4c(c3)OCCO4)C2)c2ncccc21
8.1%	Cc1cccc(C(=O)N2CCC3(CCCCO3)CC2)c1

Reprinted at random: two records from the list
KDM5B inhibitor	SMILES
-13.1%	Cc1ccc(CSc2nc3ccc(NC(=O)CC(C)C)cc3s2)cc1
12.4%	CCN(CC)C(=O)Cn1c(=O)n(CCC(=O)Nc2ccc(F)cc2)c(=O)c2sccc21

3 entries from above, as a markdown table:
| SMILES | KDM5B inhibitor |
| --- | --- |
| O=S(=O)(c1ccccc1F)N1CCN(c2nc(-c3cccs3)nc3ccccc23)CC1 | 9.3% |
| COc1cccc([C@@H]2CN(C(=O)c3cnn(C)c3)C[C@H]2C(=O)O)c1OC | 4.6% |
| Cc1ccc(C)c(NC(=O)CN(C)C(=O)c2nn(C)c(=O)c3ccccc23)c1 | -23.0% |

Remaining list, next part.
KDM5B inhibitor	SMILES
14.3%	CNC(=O)N1CCC(OC2CCN(Cc3ccccc3)CC2)CC1
-22.6%	CC(C)N(C(=O)COC(=O)c1cc2ccccc2[nH]1)C(C)C
i	CCOc1cccc(C(=O)Nc2ccc(-c3nc4ncccc4o3)cc2C)c1
-3.5%[86.2 µM]	O=C(NC[C@H]1Cn2c(-c3ccc(F)cc3)cnc2CO1)c1ccc(Cl)cc1
-5.2%	CC(=O)Nc1ccc(S(=O)(=O)Nc2cc3c(cc2SC2CCCCC2)n(C)c(=O)n3C)cc1
?	CCOCCCNc1oc(/C=C/c2ccccc2OC)nc1C#N
6.8%	CC(=O)N1CCCc2cc(S(=O)(=O)N3CCCC(C(=O)Nc4cccc(F)c4)C3)ccc21 (stereo not drawn)
-24.9%	COc1ccc(CN(Cc2ccc(OC)cc2)[C@@H]2CO[C@H](CNC(=O)CC(C)(C)C)[C@H]2O)cc1
?	CC(C(=O)NCc1ccc(Cl)cc1)n1ccc2cc(S(=O)(=O)N3CCCC3)ccc21 (stereo not drawn)
-23.9%[86.2 µM]	Cc1noc(C)c1CN1CC[C@@H]2OCC(=O)N(Cc3c[nH]c4ccccc34)[C@H]2CC1
-2.1%	COc1ccc(-n2ncc3c(Nc4ccc(Cl)c(Cl)c4)ncnc32)cc1
17.9%	COCCN(Cc1ccncc1)C(=O)C1CCN(C(=O)C2CC2)CC1
-19.1%	COc1ccc(CNC(=O)CN2CCN(c3cccc(C)c3C)CC2)cc1
-12.3%	COC(=O)CC1c2cc(OC)c(OC)cc2CCN1Cc1nc(C)no1 (stereo not drawn)
?	Cc1cccc(OC(=O)CSc2nnc(-c3ccc4c(c3)OCO4)o2)c1C
-27.7%	O=Cc1ccc(OCc2ccc(C(=O)O)cc2)c(Cl)c1
-10.9%	CC(C)[C@@H](N)C(=O)N/N=C/c1ccc2nccnc2c1
?	CC(=O)c1cccc(NC(=O)C(C)Oc2ccc3c(C(C)C)cc(=O)oc3c2)c1 (stereo not drawn)
?	CCCCOc1ccc(Nc2cc(Cl)ccc2C(=O)O)cn1
16.0%	Cc1ccc(N(CC2CO2)S(=O)(=O)c2ccc([N+](=O)[O-])cc2)cc1 (stereo not drawn)
-13.4%[86.2 µM]	CN(Cc1ccc(-c2ccccc2)cc1)Cc1cccnc1
6.3%	CCCC1c2nccn2CCCN1C(=O)c1n[nH]c(=O)c2ccccc12 (stereo not drawn)
15.3%[149 µM]	CCN1CCCC2(Cc3ccccc3CN(C(=O)C(C)C)C2)C1 (stereo not drawn)
5.4%	CC(=O)N1CCN(c2ccc(NC(=O)COc3c(C)cc(C)cc3Cl)cc2)CC1

Screening data (PubChem BioAssay)
